p97 ATPase inh: blocks human p97 ATPase activity | P55072 | recombinant p97 ATPase, Kinase-Glo ATP luminescence, 3 h | inhibition, % at 8 µM | 0.42% of 220,000 active; in the data active = inhibition above about 15%;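 note: 0% = DMSO vehicle and 100% = wells lacking enzyme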
TbHK1 inh: blocks Trypanosoma brucei hexokinase 1 activity; inhibition, % at 10 µM; recombinant TbHK1, G6PDH-coupled NADH A340; 0.11% of 220,000 active;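 active = inhibition of 50% or more in the single-dose primary screen; inactive = inhibition below 50%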
BaF3 tox: parental Ba/F3 viability inhibition as JAK2V617F counter-screen. inhibition, % at 5.6 µM. 1.1% of 220,000 active. CellTiter-Glo ATP luminescence. AID 1486;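 active = inhibition above a per-campaign cutoff, the mean inhibition of all tested compounds plus 3 SD, cut at about 27% in these data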;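 note: 0% = DMSO wells and 100% = JAK Inhibitor I control wells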
PPC-1+TRAIL kill: PPC-1 cancer cell killing with TRAIL present | PPC-1 cells + TRAIL, ATPLite viability luminescence | cell killing (% activity), % at 4 µM | 0.41% of 220,000 active;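 active = cell killing above 50% in the first pass at 4 µM, then a duplicate retest at 5 µM averaging 50% or more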;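 note: plate controls were cells with TRAIL plus DMSO for no effect and medium-only wells lacking cells for full effect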
NCF1 inh: blocks human p47phox regulatory protein of NADPH oxidases | P14598 | p47phox/p22phox peptide binding, fluorescence polarization, 2 h | inhibition, % at 24.7 µM | 0.53% of 220,000 active | AID 1274;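 active = inhibition above about 30%, limit read from the data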;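 note: 0% = p47phox with labelled peptide and 100% = labelled peptide alone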
Target sequence (P14598 whole entry, looked up): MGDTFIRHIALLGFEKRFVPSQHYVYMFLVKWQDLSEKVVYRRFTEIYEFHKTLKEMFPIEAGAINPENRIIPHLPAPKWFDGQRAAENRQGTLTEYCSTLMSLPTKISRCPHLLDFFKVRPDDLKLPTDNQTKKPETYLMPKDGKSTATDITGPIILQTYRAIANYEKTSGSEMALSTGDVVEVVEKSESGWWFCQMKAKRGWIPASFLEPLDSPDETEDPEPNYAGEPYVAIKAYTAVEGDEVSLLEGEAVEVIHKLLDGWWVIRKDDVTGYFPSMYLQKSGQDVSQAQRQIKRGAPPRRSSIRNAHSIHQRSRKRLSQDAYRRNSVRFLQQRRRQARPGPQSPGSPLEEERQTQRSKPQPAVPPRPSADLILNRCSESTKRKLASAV
EP2 antag: EP2 receptor (human) inhibition; P43116; C6 glioma cells expressing human EP2, cAMP TR-FRET; cells stimulated with saturating PGE2; inhibition, % at 25 µM; 0.52% of 260,000 active; AID 1422;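 active = percent inhibition above 40 after rounding to a whole number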;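 note: rat C6 glioma host cells with rolipram phosphodiesterase inhibitor present; the protocol text gives 20 µM as final concentration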
Target sequence (P43116 whole entry, looked up): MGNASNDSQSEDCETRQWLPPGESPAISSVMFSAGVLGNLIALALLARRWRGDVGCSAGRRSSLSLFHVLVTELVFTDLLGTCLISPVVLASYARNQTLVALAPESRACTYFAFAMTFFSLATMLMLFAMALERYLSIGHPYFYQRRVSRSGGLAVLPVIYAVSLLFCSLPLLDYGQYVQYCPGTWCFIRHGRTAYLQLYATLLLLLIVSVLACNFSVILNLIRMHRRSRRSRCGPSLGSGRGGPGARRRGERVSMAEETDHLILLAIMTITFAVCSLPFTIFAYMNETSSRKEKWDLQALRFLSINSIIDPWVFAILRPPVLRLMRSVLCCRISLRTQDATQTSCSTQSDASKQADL
RBBP9 inh: human RBBP9 hydrolase inhibition; recombinant RBBP9, FP-Rh probe fluorescence polarization; AID 1515; inhibition, % at 7.94 µM; 0.2% of 220,000 active; O75884;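 active = inhibition above the campaign mean of all tested compounds plus 3 SD, cut at about 14% in these data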;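 note: plate controls were DMSO wells with RBBP9 for no effect and wells lacking RBBP9 protein for full effect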
Target sequence (O75884 whole entry, looked up): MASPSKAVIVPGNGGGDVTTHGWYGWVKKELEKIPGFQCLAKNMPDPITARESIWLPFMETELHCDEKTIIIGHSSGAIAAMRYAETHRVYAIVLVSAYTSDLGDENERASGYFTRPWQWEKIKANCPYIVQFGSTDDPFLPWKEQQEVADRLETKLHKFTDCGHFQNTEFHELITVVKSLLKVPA
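System: RBBP9 protein / Quantity: 2.5 µM RBBP9 dispensing solution, before mixing / Also added: Serine-hydrolase probe FP-Rh, 375 nM pre-mixing / Dosing: 7.94 µM single dose, 0.794% DMSO / Timing: enzyme-compound preincubation 30 min, then probe labeling 45 min, 25 °C / Signal: FP readout at 525/598 nm / Controls: DMSO-treated enzyme wells and wells lacking RBBP9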
Furin inh: human furin inhibition. P09958. purified furin, fluorogenic substrate cleavage. inhibition, % at 30 µM. 0.061% of 220,000 active; in the data active = inhibition above about 25%; note: inactives centre near -15
Ba/F3 V617F tox: lowers viability of Ba/F3 cells expressing EpoR and JAK2V617F; ATP luminescence; inhibition, % at 5.6 µM; 1.1% of 220,000 active; AID 1446;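 active = inhibition above the campaign mean plus 3 SD over all tested compounds, cut at about 24% in these data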;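 note: cytokine-independent growth of Ba/F3 cells driven by EpoR plus mutant JAK2; 0% = DMSO-treated cells and 100% = JAK inhibitor I control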
Active calls of the source: *; / = not tested or not shown; & = joins results of further samples; [ ] = another dose, or the depositor's remark.

Molecule	TbHK1 inh	BaF3 tox	PPC-1+TRAIL kill	Furin inh	RBBP9 inh	EP2 antag	p97 ATPase inh	Ba/F3 V617F tox	NCF1 inh
COC(=O)C1(C#N)C(c2ccccc2)C1(C(=O)OC)C(=O)OC (stereo unspecified)	-0.2	1.3	10.9	-4.8[20 µM]	5.5	/	-3.0	-1.9	-2.9
Cn1cccc1Cc1nnc(SCC(=O)NCC2CCCO2)n1CCc1ccccc1 (stereo unspecified)	-1.7	0.5	15.4	-13.3	2.7	5.8	0.8	-3.6	-9.9
Cc1ccc(S(=O)(=O)Nc2c(C)n(C)n(-c3ccccc3)c2=O)cc1	4.9&-4.7	-1.1&3.3	-12.1&-2.3	-21.1	0.3&-3.6	5.5&7.7	8.2&1.0	-4.0&-2.2	-7.5&-9.6
O=C(CSc1nnc2sc3ccccc3n12)c1ccco1	-1.5	4.0	1.3	-12.8[20 µM]	4.5	11.3	-6.6	2.6	-80.8
CC(=O)Nc1ccc(SCC(=O)OCC(=O)NC(=O)NCc2ccco2)cc1	-0.7	-0.2	-28.6	-15.4	0.8	/	1.8	-6.1	8.2
COc1ccccc1C(=O)N1CCN(Cc2cn[nH]c2-c2ccc(F)cc2F)CC1	-8.4	3.7	-16.2	-25.2	-4.2	2.9	2.1	4.1	2.4
COc1ccc(Oc2ncnc3sccc23)cc1	3.8	4.0	7.9	-14.9	-0.4	1.5	-4.8	-0.2	-10.7
Cn1c(=O)c2c(ncn2CC(=O)N2CCN(c3cccc(Cl)c3)CC2)n(C)c1=O	-4.0	5.4	0.9	-10.2[20 µM]	-1.1	18.1	5.1	2.8	-6.9
CC(C)C[C@H](NC(=O)c1[nH]cnc1C(=O)N[C@@H](Cc1ccccc1)C(=O)OC(C)(C)C)C(=O)OC(C)(C)C	-3.6	/	0.7	-12.1	/	7.3	/	/	-8.2
CCOc1cccc2cc(-c3csc(NC(=O)CCC(=O)N4CCC(C)CC4)n3)c(=O)oc12	-14.5	9.5	22.9	-12.7[20 µM]	0.4	0.4	0.3	2.6	4.5
C=CCSc1nc(N)c2c(C)c(C)sc2n1	-1.1	3.7	6.5	-8.2	-4.6	10.7	0.0	-6.9	-5.0
CC(C)CNC(=S)NC1CC2CCC(C1)N2Cc1ccccc1 (stereo unspecified)	4.1	7.8	10.0	-20.3[20 µM]	2.1	11.9	-1.7	1.0	-14.8
Cc1ccc(CN2CCN(Cc3nc4ccccc4nc3C)CC2CCO)cc1 (stereo unspecified)	-13.7	-0.7	21.4	-15.0	4.1	5.8	4.3	-3.5	-5.0
O=C(C(=O)N1CCN(c2ccc(F)cc2)CC1)c1c[nH]c2ccccc12	-5.7	1.8	13.8	-9.3	-5.2	9.1	1.1	-1.4	-1.1
CCN1C(=O)CC(N2CCC(Cc3ccccc3)CC2)C1=O (stereo unspecified)	1.7	3.0	/	-17.2	-1.5	5.3	3.1	-1.2	-2.4
Cc1c(C#N)c(N=CN(C)C)c(C(=O)c2ccc(Br)cc2)n1-c1ccccc1	-8.1	3.0	22.0	-21.6[20 µM]	4.6	5.7	3.4	-3.3	-11.9
COc1ccc(N=C2C(=O)Nc3ccccc32)cc1	4.7	4.3	-2.0	-19.6[20 µM]	-3.1	3.1	4.2	1.1	4.0
Cc1[nH]c2ccccc2c1CC#N	-2.8	6.7	17.5	-7.0	-3.3	3.7	2.4	-0.5	-13.4
CCOC(=O)c1ccc(NC(=O)c2cccc(S(=O)(=O)N3c4ccccc4CC3C)c2)s1 (stereo unspecified)	3.6	10.1	20.6	-10.1	-62.5	7.0	-1.6	5.6	-106.2
NC(=O)C1(NC(=O)[C@@H]2CC3(CC(c4cccc(NC(=O)[C@@H]5CCC(=O)N5)c4)=NO3)CN2C(=O)c2ccccc2)CC1 (stereo partly specified)	2.6	0.7	1.8	-20.2[20 µM]	1.9	7.4	5.0	-0.6	-15.7
Cc1ccc(C(=O)Nc2ccccc2N2CCN(C(=O)C(C)C)CC2)cc1C	-4.2	4.9	13.9	-25.2	-2.5	5.9&5.9	0.6	1.3	-16.9
CCCCN(CC)c1nc(N)c2c(N)nc(OCC)cc2c1C#N	-5.0	5.2	14.1	-14.0[20 µM]	-2.3	10.3	1.5	0.2	-22.0
CCCn1c(SCC(=O)Nc2ccc3c(c2)CCC3)n[nH]c1=O	-1.2	0.9	24.0	-18.1	-0.9	5.1	3.1	-2.7	-4.7
O=C(Cn1nnc2ccccc21)c1ccc(Br)cc1	-3.5	0.6	-1.5	-12.2	3.9	6.8	6.0	-7.3	-6.6
CC1CCN(C(=O)CN(c2cccc(F)c2)S(C)(=O)=O)CC1	-2.9	3.0	15.1	-25.7	-2.0	11.1	3.2	-3.2	-0.5
CSc1ccccc1NC(=O)c1cnc2scc(C)n2c1=O	-24.4	10.2	3.7	-7.9	1.5	11.8	-2.1	-1.6	-7.5
CC1CCN(S(=O)(=O)c2cccc(-c3nnc(-c4cccnc4)o3)c2)CC1	4.8	-0.9	-33.3	-8.4[20 µM]	0.7	15.7	-1.5	-2.8	-3.4
CCS(=O)(=O)Nc1cc(C(=O)O)ccc1C	-1.6	7.8	0.3	-17.1	-2.8	4.9	2.0	1.3	-8.5
Cc1ccc(S(=O)c2ccc(NC(=O)C3CC3)cc2C#N)cc1 (stereo unspecified)	9.9	7.0	10.9	-6.9	-3.7	4.0	16.9*	2.5	-2.2
COC(=O)C1C/C(=N\NS(=O)(=O)c2ccc(C)cc2)c2sccc2C1 (stereo unspecified)	-11.7	-0.8	18.7	-26.0	-7.8	9.2	5.2	-2.6	-14.7

The list continues:
Molecule	TbHK1 inh	BaF3 tox	PPC-1+TRAIL kill	Furin inh	RBBP9 inh	EP2 antag	p97 ATPase inh	Ba/F3 V617F tox	NCF1 inh
CC(=O)O[C@@H]1[C@H]2[C@@H](C[C@@H](C)[C@@H]3CCC(=O)[C@@]13C)OC(=O)[C@@H]2C	-5.3	/	20.1	-31.8	/	16.6	/	/	-5.4
COc1ccc2oc(=O)c(-c3nc(C)cs3)cc2c1	-3.0	-2.6	-10.8	-5.9	-7.0	9.7	1.3	-3.4	-12.7
O=C(Nc1nnc(-c2cccs2)s1)C1CC1	-10.9	3.7	1.2	-24.4	-1.1	26.2	2.7	0.1	1.6
CCN(c1ccccc1)S(=O)(=O)c1ccc(C(=O)Oc2ccc(C(C)=O)cc2)cc1	15.0	1.1	8.0	-11.6	-9.3	6.3	-3.0	0.6	-7.8
O=C(c1cc(-c2cccnc2)nc2ccccc12)N1CCCc2ccccc21	-0.3	8.6	8.5	-10.5	2.8	5.2	-3.3	3.4	5.7
Cc1ccc(S(=O)(=O)Cn2nnnc2C(C(C)C)N2CCc3ccccc3C2)cc1 (stereo unspecified)	-1.0	2.9	8.2	-18.5	-5.3	2.5	-0.5	-2.1	-4.0
O=C1N/C(=N/Nc2ccccc2)S/C1=C\c1ccccc1	-4.2	2.8	11.8	7.4[20 µM]	0.7	/	-3.6	5.2	-23.9
Cc1cc(C)cc(CC2CC(=O)N(c3nc(C)cc(C)n3)C2=O)c1 (stereo unspecified)	5.1	3.5	/	-21.9	-6.8	13.4	1.6	-1.4	-2.8
Cc1cc(NC(=O)C2CCCN(S(=O)(=O)c3c(C)noc3C)C2)n[nH]1 (stereo unspecified)	2.8	3.7	-9.4	-24.4	1.8	10.1	4.4	-2.8	-1.6
CCO[C@H]1OC(C(=O)N2CCN(C)CC2)=C[C@@H](C(C)(C)C)[C@@H]1CCCO	-9.7	-5.5	21.4	-7.6	2.9	3.3	-0.1	2.9	-10.2
COCc1cc(C)n(CC(=O)Nc2cccc(C)c2)c(=O)c1C#N	-3.8	8.6	0.1	-21.7	-9.3	8.6	-4.8	5.8	0.2
CCCC(=O)NC(c1cccs1)c1cc(Cl)c2cccnc2c1O (stereo unspecified)	0.9	-2.2	17.2	-22.1	1.3	4.8	5.7	-1.6	6.2
O=C(/C(=C/O)N=Nc1ccccc1)c1ccncc1	-29.8	4.2	23.9	-14.4[20 µM]	-7.1	8.8	0.3	-3.8	0.1
CCc1ccccc1NC1=NCC(=O)N1Cc1ccc2c(c1)OCO2	7.1	9.6	-9.8	-14.0[20 µM]	-4.4	10.2	-6.8	5.1	-0.9
COc1cc(C2C3=C(CCCC3=O)Nc3[nH]n(-c4ccccc4)c(=O)c32)ccc1OC(C)=O (stereo unspecified)	-15.6	4.3	2.7	-16.6	-4.2	7.7	-0.3	3.0	4.5
CCN1C(=O)C(O)(C2COC(C)(C)CC2=O)c2ccccc21 (stereo unspecified)	-2.9	1.3	1.9	-1.3[20 µM]	-12.5	16.8	-3.5	1.0	-18.1
O=C1Nc2ccc(Br)cc2C1=Nc1ccc(-c2nnc3n2CCCCC3)cc1	-7.0	2.4	-24.7	-18.4[20 µM]	-3.3	/	-0.7	-0.7	-3.0
Cc1ccc(N(CC(=O)NC2CCCC2)C(=O)CCCC(=O)Nc2ccccn2)cc1C	-3.8	-2.3	10.3	-4.2	0.9	10.2	6.8	-2.7	-12.4
O=C(Nc1ccc2c(c1)CCC2)c1c(F)cccc1Cl	8.0	8.1	14.7	-6.5	-6.6	7.3	-2.6	5.6	-5.9
CS(=O)(=O)N1CCC(C(=O)N2CCN(c3cccc(Cl)c3)CC2)CC1	-0.9	0.5	/	-21.6	-5.9	10.4	4.0	-4.5	-4.4
CCOC(=O)CSc1nnc(COc2cccc(C)c2)o1	6.7	3.5	34.7	-5.4	-2.5	5.3	-3.7	-5.0	1.1
Cn1nc(C(F)(F)F)c(-c2ccc(F)cc2)c1NC(=O)c1cccnc1	-9.7	0.6	-12.9	-24.6	-2.2	9.2	3.0	-2.8	-7.0
COc1ccc(/C=N/N2CCN(C)CC2)cc1O	-14.8	0.1	24.6	-15.7[20 µM]	10.8	7.8	-0.8	1.3	-0.7
O=C(COc1ccccc1)N1CCN=C1SCc1ccccc1	4.0	5.3	8.7	-15.7	-8.3	5.5	1.2	0.4	-2.5
CN(c1ccccc1)c1ccc(/C=C/[N+](=O)[O-])cc1	0.8	6.2	4.9	-17.1	-0.7	13.3	4.5	18.6	-8.1
Nc1cccc(S(=O)(=O)c2cccc(N)c2)c1	-0.8	1.6	19.1	-9.0	-8.9	/	-2.1	-1.9	-3.0
CCn1c(SCC(=O)NCc2cccs2)nc2c1c(=O)n(C)c(=O)n2C	-0.2	2.9	0.3	-13.5	-10.1	7.0	-1.6	3.4	4.3
Cn1c(C(=O)NCCCN2CCCCCC2)cc2c(=O)n(C)c3ccccc3c21	-4.6	3.6	-2.7	-20.0	-1.2	7.9	4.3	0.0	-0.7
OC(COc1cccc2ccccc12)CN1CCCC1 (stereo unspecified)	9.0	4.2	14.7	-17.6[20 µM]	3.5	0.9	4.5	-3.1	-20.5
N#CCCN(CCC#N)C(=O)COc1ccc(Cl)cc1Cl	2.0	4.7	-7.1	-16.8[20 µM]	-4.3	6.5	-5.2	0.6	-9.6

3 compounds from above, sorted by length of the SMILES, ascending:
Molecule	TbHK1 inh	BaF3 tox	PPC-1+TRAIL kill	Furin inh	RBBP9 inh	EP2 antag	p97 ATPase inh	Ba/F3 V617F tox	NCF1 inh
O=C(COc1ccccc1)N1CCN=C1SCc1ccccc1	4.0	5.3	8.7	-15.7	-8.3	5.5	1.2	0.4	-2.5
O=C1N/C(=N/Nc2ccccc2)S/C1=C\c1ccccc1	-4.2	2.8	11.8	7.4[20 µM]	0.7	/	-3.6	5.2	-23.9
CS(=O)(=O)N1CCC(C(=O)N2CCN(c3cccc(Cl)c3)CC2)CC1	-0.9	0.5	/	-21.6	-5.9	10.4	4.0	-4.5	-4.4

Assay outcomes from PubChem.

Only part of the results is shown. The share of hits here may be higher or lower than overall.
